Assay outcomes from PubChem.
Bcl-W Bim block = disrupts Bim peptide binding to human Bcl-W; hit rate 0.02% among 190,000; inhibition, % at 10 µM; AID 952; Q92843; bead-based flow cytometry;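 also: 0% = bound tracer without compound and 100% = peptide blocker; higher means less fluorescent Bim peptide bound to Bcl-W beads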
Target sequence (Q92843 whole entry, looked up): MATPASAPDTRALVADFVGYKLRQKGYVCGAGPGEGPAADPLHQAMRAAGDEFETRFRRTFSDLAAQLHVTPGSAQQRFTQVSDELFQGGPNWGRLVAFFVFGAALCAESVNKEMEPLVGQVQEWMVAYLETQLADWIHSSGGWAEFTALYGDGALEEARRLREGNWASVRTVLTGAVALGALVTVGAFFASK
RGS4-Gao reg = human RGS4-Galphao interaction regulation | Multiplexed bead flow cytometry, RGS4-Galphao binding; actives lie on both sides | AID 1415 | P09471 | binding response (% of control), % at 10 µM | hit rate 0.33% among 220,000; in the data active = binding response below about 49% or above about 150%; inactive = in between;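 also: fluorescent Galphao activated with aluminum fluoride binding bead-coupled RGS4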
Bim-Mcl-1 = disrupts Bim peptide binding to human Mcl-1. Bead-based flow cytometry, Bim peptide-Mcl-1 binding. inhibition, % at 10 µM. Q07820. hit rate 0.1% among 190,000;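 also: 0% = no compound tracer wells and 100% = peptide blocker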
Target sequence (Q07820 whole entry, looked up): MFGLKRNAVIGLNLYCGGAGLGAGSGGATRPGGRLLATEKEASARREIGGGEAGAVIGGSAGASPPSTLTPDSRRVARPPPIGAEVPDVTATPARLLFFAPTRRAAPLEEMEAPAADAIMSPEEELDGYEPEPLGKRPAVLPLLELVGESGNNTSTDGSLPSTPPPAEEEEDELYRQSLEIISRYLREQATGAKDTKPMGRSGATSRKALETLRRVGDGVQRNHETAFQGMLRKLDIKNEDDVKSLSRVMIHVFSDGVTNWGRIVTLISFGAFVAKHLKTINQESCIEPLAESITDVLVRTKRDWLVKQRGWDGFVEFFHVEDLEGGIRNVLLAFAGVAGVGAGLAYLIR
Bim-Bcl-XL = inhibitors of Bim-Bcl-XL interaction, human. Q07817. Bim peptide-Bcl-XL binding, bead flow cytometry, fluorescence. inhibition, % at 10 µM. hit rate 0.04% among 190,000. AID 1007
RGS7-Gao reg = regulators of human RGS7-Galphao interaction. Multiplexed bead flow cytometry, RGS7-Galphao binding; actives lie on both sides. binding response (% of control), % at 10 µM. hit rate 0.35% among 220,000. AID 1439; in the data active = binding response below about 49% or above about 150%; inconclusive = no clear call, values can overlap the other calls; inactive = in between;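 also: fluorescent Galphao held in activated GDP-AlF4 state binding bead-coupled RGS7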
Mcl1-Noxa inh = disrupts binding of human Mcl-1 to Noxa peptide; TR-FRET Mcl-1/Noxa peptide binding, 2 h; inhibition, % at 21.7 µM; hit rate 1.5% among 220,000; AID 1022;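 active = compounds that cut the protein-peptide binding signal by more than 50% relative to plate controls in a single-dose test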;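 also: His-tagged Mcl-1 with rhodamine Noxa BH3 peptide and terbium anti-His antibody; 0% = Mcl-1 plus Noxa peptide wells and 100% = peptide-only wells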
Bim-Bcl-B = disrupts Bim peptide binding to human Bcl-B; Q9HD36; bead-based flow cytometry; inhibition, % at 10 µM; hit rate 0.073% among 190,000;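 also: 0% = tracer peptide without compound and 100% = reference inhibitor peptide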
Mcl1-Bid inh = disrupts binding of human Mcl-1 to Bid peptide. Q07820. TR-FRET Mcl-1/Bid-Dy647 peptide binding, 1536-well. inhibition, % at 21.7 µM. hit rate 0.97% among 220,000. AID 1021;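 active = compounds that cut the binding signal by more than half at the single screening dose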;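 also: His-tagged Mcl-1 with europium anti-His antibody binding Bid BH3 peptide; 0% = Mcl-1 plus peptide wells and 100% = peptide-only wells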
RGS8-Gao reg = modulates binding of RGS8 to human Galphao; P09471; multiplexed bead flow cytometry; actives lie on both sides; response (percent of control binding), % at 10 µM; hit rate 0.34% among 220,000; AID 1423; in the data active = response below about 60% or above about 140%; inactive = in between;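 also: Galphao activated as the GDP aluminium fluoride complex binding bead-coupled RGS8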
Bcl-2 Bim block = inhibitors of Bim-Bcl-2 interaction, human. Bead-based flow cytometry, Bim peptide-Bcl-2 binding. inhibition, % at 10 µM. hit rate 0.06% among 190,000. AID 950; in the data active = inhibition above about 40%; inconclusive = no clear call, values can overlap the other calls;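 also: 0% = no compound wells with probe peptide and 100% = reference peptide inhibitor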
Bim-Bfl-1 = human Bim-Bfl-1 interaction inhibition; Bead-based flow cytometry, Bim-Bfl-1 binding inhibition; AID 1008; inhibition, % at 10 µM; hit rate 0.12% among 190,000;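 also: 0% = wells without compound plus tracer and 100% = blocker peptide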
An asterisk follows results filed as active; ? = inconclusive; . = not tested or not shown. Rule as the data show it, unless noted: active = inhibition above about 40%. No enrichment for hits; 2.7% or so of the library scored in one or more.

item	Bcl-W Bim block	RGS4-Gao reg	Bim-Mcl-1	Bim-Bcl-XL	RGS7-Gao reg	Mcl1-Noxa inh	Bim-Bcl-B	Mcl1-Bid inh	RGS8-Gao reg	Bcl-2 Bim block	Bim-Bfl-1	Structure
1	-4	101	-5	-6	100	5	-7	17	100	-4	0	CCn1c(SCc2cc(=O)[nH]c3ccccc23)nnc1C1CC1
2	.	98	.	.	?	-6	.	-19	98	.	.	COc1ccc(-n2c(-c3ccc(Cl)cc3)c[n+]3c2CCCCC3)cc1
3	1	100	3	-3	98	2	-5	-12	101	-7	-7	Cc1nnc(NC(=O)CSc2nnc(Cc3cccn3C)n2C)s1
4	7	89	3	9	91	32	7	36	96	10	14	Cc1ccc(-n2nc3ccc(NC(=S)NC(=O)/C=C/c4ccco4)cc3n2)cc1
5	2	102	0	0	?	-2	-1	-3	102	-1	-5	CCCOc1c(Cl)cc(C(=O)NC)cc1OC
6	-2	103	-3	-5	106	23	-5	-21	101	-1	1	Cc1ccc(N2C(=O)C3NN=C(C(=O)OCc4ccccc4)C3C2=O)c(C)c1 (configuration not stated)
7	-6	105	-6	-9	104	-10	-8	2	103	-7	-4	Cc1ccc(S(=O)(=O)NC2CCCCC2)c2nsnc12
8	0	101	0	-3	100	14	-8	-17	101	-8	-13	CSCCC(NC=C1C(=O)OC(C)(C)OC1=O)C(=O)O (configuration not stated)
9	-3	91	-4	-5	92	-1	-5	-3	96	-4	2	CN(/N=C/c1cccnc1)c1cnn(-c2ccc(F)c(Cl)c2)c(=O)c1Cl
10	-2	98	-1	-3	97	18	-1	7	105	-1	-1	CCN(CC)C(=O)CCCOc1ccc(Cl)cc1Cl
11	-2	100	1	-4	97	-6	0	-22	100	-5	-1	CCN(CC)S(=O)(=O)c1ccc(C(=O)N2CCN(CCN3C(=O)c4cccc5cccc(c45)C3=O)CC2)cc1
12	2	103	1	-2	99	2	-1	-15	100	2	-4	CC(C)CC(NS(=O)(=O)c1ccc2[nH]c(=O)c(=O)[nH]c2c1)C(=O)O (configuration not stated)
13	2	96	1	1	101	21	-8	-16	99	-6	-7	COc1ccc(S(=O)(=O)N2CCC(C(=O)N3CCCC3)CC2)cc1Cl
14	-1	97	0	-3	98	2	-1	-1	101	-1	-2	COC(=O)c1cc(C(=O)OC)cc(S(=O)(=O)Nc2ccc(Cl)c(N)c2)c1
15	-5	98	-1	-7	95	1	-13	-23	97	-5	-7	Cc1ccc(C2CC2c2n[nH]c(=S)n2-c2cccc(Cl)c2)cc1 (configuration not stated)
16	-4	99	-4	-1	100	15	-3	-27	112	-8	-3	O=C(Cn1c(=S)[nH]c2ccccc2c1=O)N1CCN(c2ccccc2)CC1

Copied from the list:
compound 10 in Bcl-W Bim block: -2
compound 13 in Bcl-W Bim block: 2

Next results.
item	Bcl-W Bim block	RGS4-Gao reg	Bim-Mcl-1	Bim-Bcl-XL	RGS7-Gao reg	Mcl1-Noxa inh	Bim-Bcl-B	Mcl1-Bid inh	RGS8-Gao reg	Bcl-2 Bim block	Bim-Bfl-1	Structure
17	-3	99	-1	-1	102	13	-6	-24	104	-4	-7	O=C(CC1C(=O)NCCN1CC1CCCCC1)NCc1ccccc1Cl (configuration not stated)
18	0	107	0	1	102	3	-1	7	101	-1	-4	COc1ccc(CCNC(=O)CCCCCn2c(SCC(N)=O)nc3cc4c(cc3c2=O)OCO4)cc1OC
19	-2	102	0	-3	102	9	-4	-41	102	-1	-4	Cc1[nH]nc2c1C(c1ccc(O)cc1)C1=C(CC(C)(C)CC1=O)N2 (configuration not stated)
20	-2	101	-3	-4	102	11	-5	-5	102	-4	-2	CCCNS(=O)(=O)c1ccc(OCC(=O)N2CCOCC2)cc1
21	-5	104	-6	-7	100	9	-7	-6	104	-9	-1	CC1CCCN(c2nc3c(c(=O)[nH]c(=O)n3C)n2CCSc2nc3ccccc3o2)C1 (configuration not stated)
22	0	96	0	0	96	20	0	-21	99	1	-4	Cc1ccc2cc3c(NC(=O)c4ccco4)nn(CC(C)C)c3nc2c1
23	.	94	.	.	?	7	.	-3	95	.	.	Cc1ccc(S(=O)(=O)c2c(N)n(CCCN(C)C)c3nc4ccccc4nc23)cc1
24	-1	90	-2	-3	89	20	-2	11	93	-3	-3	COc1ccc(NC(=O)c2cccc([N+](=O)[O-])c2)cc1

In the list so far, these have a furan ring, fused or not:
item	Bcl-W Bim block	RGS4-Gao reg	Bim-Mcl-1	Bim-Bcl-XL	RGS7-Gao reg	Mcl1-Noxa inh	Bim-Bcl-B	Mcl1-Bid inh	RGS8-Gao reg	Bcl-2 Bim block	Bim-Bfl-1	Structure
4	7	89	3	9	91	32	7	36	96	10	14	Cc1ccc(-n2nc3ccc(NC(=S)NC(=O)/C=C/c4ccco4)cc3n2)cc1
22	0	96	0	0	96	20	0	-21	99	1	-4	Cc1ccc2cc3c(NC(=O)c4ccco4)nn(CC(C)C)c3nc2c1

Full records, looked up by structure. Values in the order: Bcl-W Bim block, RGS4-Gao reg, Bim-Mcl-1, Bim-Bcl-XL, RGS7-Gao reg, Mcl1-Noxa inh, Bim-Bcl-B, Mcl1-Bid inh, RGS8-Gao reg, Bcl-2 Bim block, Bim-Bfl-1
CCN(CC)C(=O)CCCOc1ccc(Cl)cc1Cl across the screens: -2, 98, -1, -3, 97, 18, -1, 7, 105, -1, -1
Cc1ccc(C2CC2c2n[nH]c(=S)n2-c2cccc(Cl)c2)cc1 (configuration not stated) across the screens: -5, 98, -1, -7, 95, 1, -13, -23, 97, -5, -7
Cc1ccc(N2C(=O)C3NN=C(C(=O)OCc4ccccc4)C3C2=O)c(C)c1 (configuration not stated) across the screens: -2, 103, -3, -5, 106, 23, -5, -21, 101, -1, 1
COc1ccc(NC(=O)c2cccc([N+](=O)[O-])c2)cc1 across the screens: -1, 90, -2, -3, 89, 20, -2, 11, 93, -3, -3
Cc1ccc2cc3c(NC(=O)c4ccco4)nn(CC(C)C)c3nc2c1 across the screens: 0, 96, 0, 0, 96, 20, 0, -21, 99, 1, -4
